ABHD5-PLIN5 inh: inhibitors of human ABHD5-perilipin-5 interaction | 360,000 tested, 0.78% active | inhibition, % at 4 µM | Split G. princeps luciferase complementation, luminescence, 4 h;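 active = inhibition above the mean inhibition across every tested compound plus 3 SD, cut at about 22% in these data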;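 also: 0% = DMSO only wells and the 100% control is not disclosed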
N-glyco inh: blocks N-linked glycosylation in D54 reporter cells; D54 ERlucT glycosylation luciferase reporter, 24 h; percent of 100 nM tunicamycin response; reporter increase, % at 12.5 µM; 360,000 tested, 0.23% active; AID 588692;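 active = mean luciferase reporter signal, scaled so untreated is 0 and the glycosylation-blocking control 100, at or above a set limit in every replicate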;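 also: luciferase carries N-glycosylation sites so blocking glycosylation raises the light; 0% = median of neutral control wells and 100% = median of 100 nM tunicamycin wells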
aDG glyco up: increases alpha dystroglycan glycosylation; Pro5-aDG cells, alpha-DG glycosylation AlphaScreen (IIH6); 0% Pro5, 100% B10-LARGE cell signal; activation, % at 10 µM; 360,000 tested, 0.22% active; AID 624168;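 active = activation of at least 8% versus controls, or a plate z-score of at least 8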;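 also: Pro5 are CHO cells carrying HIG-tagged alpha-DG that lacks glycosylation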
MC4R ag barr: activates human MC4R beta-arrestin recruitment; P32245; U2OS MC4R beta-arrestin complementation, luminescence; percent of melanotan II response, DMSO zero; activation, % at 8.9 µM; 360,000 tested, 0.98% active; AID 540308;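 active = activation above a per-plate cutoff, the mean activation of sample wells on that plate plus 3 SD, cut at about 8% in these data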
Target sequence (P32245 whole entry, looked up): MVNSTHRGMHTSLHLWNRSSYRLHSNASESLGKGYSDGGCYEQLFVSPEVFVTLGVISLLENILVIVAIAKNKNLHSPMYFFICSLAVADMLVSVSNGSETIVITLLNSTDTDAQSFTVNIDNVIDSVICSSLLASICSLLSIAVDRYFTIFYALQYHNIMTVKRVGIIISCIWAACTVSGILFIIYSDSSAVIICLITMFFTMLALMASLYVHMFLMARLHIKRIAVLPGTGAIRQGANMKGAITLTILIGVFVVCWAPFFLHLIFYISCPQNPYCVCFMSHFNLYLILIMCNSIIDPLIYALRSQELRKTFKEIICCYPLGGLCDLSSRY
MC4R antagonist: human MC4R antagonism in cAMP assay | 360,000 tested, 0.48% active | AID 540295 | inhibition, % at 6.5 µM | MC4R-expressing cells, MTII-stimulated cAMP, LANCE TR-FRET | P32245;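 active = inhibition above its plate's cutoff, the mean of tested wells on that plate plus 3 SD, cut at about 29% in these data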;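 also: 0% = Melanotan II alone and 100% = Melanotan II plus saturating MCL0020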
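System: U2OS cells stably expressing human melanocortin 4 receptor (MC4R). Reagent: Melanotan II challenge after compound preincubation. Doses: 6.5 µM. Times: 30-min compound, 1-h challenge, 1-h detection, room temperature. Measured by: TR-FRET with Eu-cAMP and labeled anti-cAMP, 671 nm. Replicates: singlicate.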
Cardio protect: protects H9c2 cardiomyocytes from peroxide injury; 360,000 tested, 0.63% active; H2O2 injury protection, ATPLite, 2 h; protection from H2O2 cell death, % at 20 µM;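 active = compounds giving at least 50% protection of heart cells from peroxide-induced death in the single-dose screen, raw or plate-pattern-corrected value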;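 also: 0% = DMSO wells with peroxide and 100% = DMSO wells without peroxide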
iPSC survival up: hiPSC single-cell survival enhancement. 360,000 tested, 0.044% active. ATPlite luminescence; 100% = ROCK inhibitor wells, 0% = DMSO. survival enhancement, % at 20 µM. AID 602274; in the data active = survival enhancement above about 18%;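 also: cells exposed to compounds for 16 hours before the ATP read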
ABCB6 inh MLPCN: human ABCB6 transporter inhibition | K562-ABCB6 porphyrin accumulation, flow cytometry, 1 h; active compounds read low | 360,000 tested, 0.19% active | fluorescence ratio to DMSO, % at 10 µM | Q9NP58;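 active = fluorescence ratio to DMSO below 75%, the collection mean minus 3 SD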;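 also: signal is porphyrin accumulated inside mitochondria; 100% equals median channel fluorescence of DMSO control wells; lower ratio means ABCB6 inhibition with less porphyrin fluorescence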
HTR2A ag: activates the mouse 5-HT2A serotonin receptor | P35363 | CHO-K1 mHTR2A beta-arrestin complementation, luminescence; percent of 30 µM serotonin response | activation, % at 7.6 µM | 360,000 tested, 0.66% active;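 active = activation above a run cutoff, the mean activation of all tested compounds plus 3 SD, cut at about 14% in these data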;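 also: 0% = plate median of compound wells and 100% = 30 µM serotonin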
Target sequence (P35363 whole entry, looked up): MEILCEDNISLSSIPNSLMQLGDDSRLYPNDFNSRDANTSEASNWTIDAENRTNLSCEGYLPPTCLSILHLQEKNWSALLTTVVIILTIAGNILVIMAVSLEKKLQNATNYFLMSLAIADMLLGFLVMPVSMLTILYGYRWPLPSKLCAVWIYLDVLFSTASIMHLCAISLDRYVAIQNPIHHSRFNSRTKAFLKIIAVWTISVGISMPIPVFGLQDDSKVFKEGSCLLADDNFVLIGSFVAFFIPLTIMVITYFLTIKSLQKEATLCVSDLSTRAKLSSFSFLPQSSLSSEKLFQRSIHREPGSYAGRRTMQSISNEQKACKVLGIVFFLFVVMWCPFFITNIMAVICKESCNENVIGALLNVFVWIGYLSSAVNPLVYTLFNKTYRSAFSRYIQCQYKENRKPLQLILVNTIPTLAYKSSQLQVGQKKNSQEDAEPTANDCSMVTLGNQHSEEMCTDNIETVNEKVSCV
Granule exo inh: blocks lytic granule exocytosis; TALL-104 LAMP-1 surface exposure, flow cytometry; cells stimulated with thapsigargin and PMA; inhibition, % at 10 µM; 360,000 tested, 0.66% active; AID 651702;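 active = inhibition above about 55%, limit read from the data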
Numbers without * were called inactive; / = no result given.

SMILES | ABHD5-PLIN5 inh | N-glyco inh | aDG glyco up | MC4R ag barr | MC4R antagonist | Cardio protect | iPSC survival up | ABCB6 inh MLPCN | HTR2A ag | Granule exo inh
COc1ccc(-c2[nH]ncc2CN2CCC(C(=O)N3CCOCC3)CC2)c(F)c1 | 1.5 | 0.9 | 1.0 | 0.0 | -1.9 | -8.0 | 0.3 | 95.0 | 4.8 | 0.6
COc1ccc(CN2CCN(CCc3ccccc3)C(CCO)C2)c(O)c1 (stereo not drawn) | -9.6 | -1.1 | -0.2 | 1.4 | -4.4 | 4.2 | 0.0 | 103.0 | -3.4 | 1.8
CCn1nc(C)c(CNCc2cn[nH]c2-c2cc3ccccc3o2)c1C | -2.1 | 0.6 | -0.2 | 0.3 | 0.7 | 0.5 | -0.6 | 102.0 | 1.1 | -0.7
Cc1ccc(CNc2nc(N)c([N+](=O)[O-])c(NCc3ccccc3)n2)cc1 | -0.7 | -0.6 | 0.9 | 1.0 | 5.8 | -1.2 | 1.4 | 97.0 | -2.7 | 1.1
CC1CC(=O)Nc2ccccc2N1S(=O)(=O)c1cccs1 (stereo not drawn) | 5.8 | 1.2 | -0.2 | -2.6 | 13.0 | 1.1 | -0.3 | 97.0 | 1.1 | 16.8
CCOCCc1nnc(NC(=O)c2ccc(OC)c(OC)c2)s1 | 7.5 | 1.3 | 0.1 | 0.3 | 12.7 | -3.8 | 1.7 | 104.0 | 0.1 | -1.4
NS(=O)(=O)c1ccc(NC(=O)COC(=O)Cc2ccc(Cl)cc2)cc1 | 2.9 | 0.1 | -0.1 | 2.8 | 17.9 | 1.7 | -0.7 | 99.0 | 4.5 | 1.4
C#CC(C)(CC)NC(=O)Cn1nnc(-c2ccc(S(C)(=O)=O)cc2)n1 (stereo not drawn) | 1.9 | -0.5 | -0.2 | -0.2 | 17.1 | -3.4 | -3.1 | 101.0 | 3.1 | -7.5
Cc1c(OCC(=O)NCCCN2CCOCC2)ccc2c1oc(=O)c1ccccc12 | 11.4 | 5.4 | 0.2 | 2.9 | -4.9 | 0.5 | -0.5 | 98.0 | 6.1 | -1.2
COc1cc(C)ccc1S(=O)(=O)NC(=O)Cn1nnc(COc2ccc3c(c2)CCCC3)c1C | 0.5 | 0.7 | -0.2 | 0.1 | -0.3 | -1.1 | -1.6 | 105.0 | 0.5 | -3.0
COc1ccc(NC(=O)C(C)SCc2ccccc2)cc1 (stereo not drawn) | -1.1 | 1.7 | 0.4 | -3.3 | 4.2 | -6.9 | 2.1 | 93.0 | 0.3 | -0.5
Cc1ccc(Cn2nnc3c(=O)[nH]c(C4CCN(C(=O)Cc5cccs5)CC4)nc32)cc1 | 0.5 | 5.8 | -0.1 | -1.8 | -35.5 | 9.6 | -2.1 | 99.0 | 1.1 | 0.5
CCN(CC)c1ncnc2c1ncn2[C@H]1CN(Cc2ccncc2)C[C@@H](CO)O1 | 4.5 | -2.2 | 0.1 | -0.5 | 2.5 | -0.7 | -0.6 | 98.0 | -4.5 | -6.2
CCNc1oc(COc2cccc(C)c2)nc1C#N | -0.5 | 2.0 | 0.1 | 1.0 | 18.4 | 7.3 | -1.5 | 98.0 | 1.8 | -0.6
CN(C)c1ccc(NC(=O)CN2CCC(N3CCCCC3)CC2)cc1 | 8.2 | 6.7 | 0.3 | -0.2 | 6.0 | -2.1 | -0.8 | 103.0 | 0.3 | 10.5
COc1ccc(C2=Nc3cccc4cccc(c34)N2)cc1 | 4.1 | -0.2 | 0.0 | 0.7 | 10.5 | 0.5 | -0.6 | 101.0 | 1.6 | 2.7
CC(C)(C)NC(=O)CN(C(=O)c1csnn1)c1cccc2c1CCCC2 | 0.3 | 0.3 | -0.1 | -5.0 | 3.6 | 6.7 | -1.7 | 95.0 | -0.1 | -3.6
CN1C[C@@H]2[C@@H]3C(=O)N(C)C(=O)[C@@H]3[C@](C)(C1=O)N2C(=O)c1ccc(Cl)c(Cl)c1 | -8.9 | -1.5 | 0.4 | -0.4 | 1.4 | 1.0 | 3.5 | 103.0 | 6.2 | -2.6
Cc1c(-c2ccc(F)cc2)nc(N)c(C#N)c1-c1cccnc1 | -6.3 | -0.3 | 0.0 | 0.6 | 10.4 | 0.6 | -0.6 | 105.0 | -2.1 | 0.6
CC(C)CCNC(=O)/C=C/c1ccc(Br)cc1 | -2.9 | -0.1 | -0.1 | -2.5 | 8.9 | -0.9 | -0.5 | 91.0 | -9.7 | -2.0
Cc1ccc(S(=O)(=O)NCC(=O)N2CCOCCOCCOCC2)cc1 | 5.6 | -0.3 | -0.1 | -0.3 | 22.6 | -2.2 | 0.2 | 104.0 | 2.9 | -4.0
O=S1(=O)CC(N2CCCC2)CN1Cc1cn(Cc2cccc(C(F)(F)F)c2)nn1 (stereo not drawn) | 0.3 | / | 0.0 | / | / | / | -0.5 | 103.0 | 3.2 | 0.6
C=C(C(=O)O)C(CCCCCC)C(=O)O (stereo not drawn) | -5.8 | 2.3 | 0.1 | 0.6 | -5.3 | -0.7 | 1.0 | 101.0 | -1.7 | -4.6
COc1ccc(N2CC(C(=O)Nc3cc(C)ccn3)CC2=O)cc1 (stereo not drawn) | 3.5 | -1.4 | 0.2 | -0.4 | 8.5 | -5.4 | -0.6 | 101.0 | 3.4 | 4.8
Cc1nnc(SCc2ccc(F)cc2Cl)s1 | 3.5 | -4.0 | -0.2 | -1.2 | 5.4 | 3.3 | -1.1 | 103.0 | -1.6 | 3.8
CCOC(=O)c1ccc(NC(=S)N2CCSC2c2ccc(Cl)cc2)cc1 (stereo not drawn) | -21.0 | 2.1 | -0.1 | 3.3 | 2.0 | -17.7 | 2.0 | 98.0 | 1.0 | -3.9
CC[C@@]1(C(=O)OC)N[C@H](CN(C)C(=O)Nc2ccc(F)cc2)[C@@H]2C(=O)N(C)C(=O)[C@@H]21 | -0.8 | 1.5 | 0.2 | -0.4 | -5.3 | 0.6 | 0.1 | 98.0 | -3.2 | -0.8
CN(C)Cc1c(O)ccc2cc(-c3nc4ccccc4n3C)c(=O)oc12 | 7.1 | -1.7 | -0.2 | -0.5 | 8.9 | 10.6 | -0.4 | 101.0 | 0.6 | 11.0
COCCCn1c(SCC(=O)N2CCOCC2)nc2ccccc2c1=O | -1.2 | 2.2 | 0.0 | -0.7 | 14.3 | 4.7 | -0.6 | 97.0 | -1.5 | -4.2
COc1ccc(/C=N/NC(=O)c2nn(-c3ccc(Cl)cc3)c(=O)c3c(N)scc23)cc1 | -25.8 | 2.0 | 0.4 | -0.7 | 2.4 | 0.2 | -2.3 | 100.0 | -1.8 | 0.1
O=C(CN(C(=O)CCC(=O)Nc1nccs1)c1ccccc1F)NCc1ccc(F)cc1 | -6.3 | 1.8 | 0.1 | -1.1 | 8.2 | -1.1 | -0.6 | 100.0 | -0.4 | -12.7
NC(=Nc1nc(-c2ccccn2)cc2ccccc12)c1ccccn1 | 6.1 | -8.3 | 0.0 | -3.0 | -0.6 | 18.7 | 2.2 | 92.0 | -7.7 | 3.5
Cc1c(NC(=O)CN2C(=O)NC(C)(c3ccccc3Cl)C2=O)c(=O)n(-c2ccccc2)n1C (stereo not drawn) | 3.0 | -0.3 | -0.2 | -2.4 | 6.5 | 6.0 | 1.4 | 99.0 | -2.7 | 3.7
COc1cccc(NC(=O)CSc2nnc3ccc(-c4ccncc4)nn23)c1 | -6.8 | 1.3 | -0.2 | -2.1 | 1.9 | 17.3 | -0.2 | 99.0 | 2.8 | 1.7
Cc1ccc(NC(=O)Cc2ccccc2)cc1S(=O)(=O)N1CCOCC1 | -4.3 | 0.0 | 0.1 | 0.1 | 10.8 | -4.5 | 1.1 | 97.0 | 1.2 | -12.2
Cc1ccc(N=C2C(=O)Nc3ccc(Br)cc32)cc1 | -3.1 | 3.2 | 0.6 | -1.6 | 9.6 | -4.7 | -0.4 | 99.0 | 6.7 | 8.1
COc1ccc(Cc2nnc(SCc3ccc([N+](=O)[O-])cc3)o2)cc1 | -1.5 | -7.0 | -0.1 | -1.8 | 1.6 | 4.2 | -0.4 | 96.0 | -0.9 | -1.5
O=C(Oc1ccc(/C=N/n2cnnc2)cc1)c1cccc([N+](=O)[O-])c1 | -7.1 | 3.5 | -0.2 | -1.6 | 5.3 | 13.4 | 0.3 | 73.0* | 2.7 | -1.4
CC1=C(C(=O)OCCC(C)C)C(c2ccc3c(c2)OCO3)NC(=O)N1 (stereo not drawn) | 1.7 | -1.1 | 0.0 | 2.3 | 3.9 | -3.8 | -0.8 | 90.0 | 3.0 | -3.0
CCOC(=O)/C(=N\Nc1ccccc1[N+](=O)[O-])c1csc(Nc2ccccc2)n1 | 3.0 | -5.4 | -0.6 | -3.1 | 5.2 | 2.4 | 0.9 | 92.0 | -4.0 | 0.3
CC(=O)c1ccc2c(c1)C1C=CCC1C(c1ccncc1)N2 (stereo not drawn) | -4.8 | 1.6 | 0.1 | -2.0 | 0.1 | 11.3 | 3.5 | 119.0 | 4.2 | -0.1
COC(=O)c1ccc(COc2cc(O)c3c(c2)OC(C)(C)CC3=O)cc1 | -7.2 | 1.4 | 0.2 | -1.5 | 0.5 | -4.7 | 0.7 | 96.0 | -4.1 | 2.4
CCn1c(-c2ccccc2SC)n[nH]c1=S | -2.5 | 0.5 | -0.4 | 3.1 | 11.6 | -4.3 | 3.7 | 101.0 | 5.0 | 0.9
O=C(CN1c2cccc3cccc(c23)S1(=O)=O)NC1CCCCC1 | 0.7 | -3.0 | -0.1 | -3.0 | 1.3 | -5.7 | -0.3 | 93.0 | 1.1 | 1.9
O=c1[nH]c2ccccc2n1CCCSc1cnc2ccccc2n1 | 2.6 | -5.2 | 0.4 | 3.0 | -1.4 | -13.8 | 10.3 | 101.0 | -3.8 | -1.9
Cc1c(Cl)cccc1NC(=O)CCC(=O)c1cccs1 | 1.5 | 2.1 | -0.1 | -1.1 | 7.4 | -0.8 | 1.1 | 96.0 | 2.7 | -8.3
CCOC(=O)c1ccc(-n2cnc(-c3ccc([N+](=O)[O-])cc3)c2)cc1 | -4.1 | 3.7 | 0.2 | / | / | -6.4 | -0.9 | 93.0 | 11.9 | -12.3
CC(=O)c1cccc(NC(=O)c2nccnc2C(=O)O)c1 | -1.2 | 1.0 | 0.0 | -0.7 | 1.4 | -1.5 | 0.6 | 100.0 | -0.2 | 1.2
CC(=O)c1cccc(NC(=O)c2cccc(NC(=O)c3ccco3)c2)c1 | -2.1 | 4.0 | -0.1 | -1.1 | 16.3 | 7.0 | -0.7 | 98.0 | 6.2 | 1.8

Arranged by length of the SMILES (highest first): part of the list above
SMILES | ABHD5-PLIN5 inh | N-glyco inh | aDG glyco up | MC4R ag barr | MC4R antagonist | Cardio protect | iPSC survival up | ABCB6 inh MLPCN | HTR2A ag | Granule exo inh
CC(=O)c1ccc2c(c1)C1C=CCC1C(c1ccncc1)N2 (stereo not drawn) | -4.8 | 1.6 | 0.1 | -2.0 | 0.1 | 11.3 | 3.5 | 119.0 | 4.2 | -0.1
O=c1[nH]c2ccccc2n1CCCSc1cnc2ccccc2n1 | 2.6 | -5.2 | 0.4 | 3.0 | -1.4 | -13.8 | 10.3 | 101.0 | -3.8 | -1.9
CCn1c(-c2ccccc2SC)n[nH]c1=S | -2.5 | 0.5 | -0.4 | 3.1 | 11.6 | -4.3 | 3.7 | 101.0 | 5.0 | 0.9

Source: PubChem
